Bim-Bcl-2 – disrupts Bim peptide binding to human Bcl-2 | P10415 | Bead-based flow cytometry, Bim peptide-Bcl-2 binding | inhibition, % at 10 µM | 0.06% of 190,000 active; in the data active means inhibition above about 40%; inconclusive means no clear call, values can overlap the other calls;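 further: 0% = no compound wells with probe peptide and 100% = reference peptide inhibitor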
Target sequence (P10415 whole entry, looked up): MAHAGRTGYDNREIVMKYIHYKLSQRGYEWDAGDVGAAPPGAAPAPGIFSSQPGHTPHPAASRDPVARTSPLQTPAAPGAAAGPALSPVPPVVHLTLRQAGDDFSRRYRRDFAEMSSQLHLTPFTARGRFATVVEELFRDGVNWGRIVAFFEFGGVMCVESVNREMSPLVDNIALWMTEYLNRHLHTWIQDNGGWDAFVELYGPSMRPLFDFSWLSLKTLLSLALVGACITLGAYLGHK
Bcl-XL Bim block – inhibitors of Bim-Bcl-XL interaction, human | Q07817 | Bim peptide-Bcl-XL binding, bead flow cytometry, fluorescence | inhibition, % at 10 µM | 0.04% of 190,000 active
Target sequence (Q07817 whole entry, looked up): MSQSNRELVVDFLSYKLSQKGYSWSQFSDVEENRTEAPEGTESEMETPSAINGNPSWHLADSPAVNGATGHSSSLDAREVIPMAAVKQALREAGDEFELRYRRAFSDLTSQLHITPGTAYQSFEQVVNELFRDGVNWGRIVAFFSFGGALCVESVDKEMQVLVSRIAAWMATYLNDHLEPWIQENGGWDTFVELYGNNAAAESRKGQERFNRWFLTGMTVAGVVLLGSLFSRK
GSH fluor – compound fluoresces at 488/530 nm on GSH beads; GSH beads flow cytometry, compound fluorescence 488/530 nm; hits give high values; fluorescence (KMESF) at 10 µM; 0.25% of 190,000 active; in the data active means fluorescence above about 89;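 further: glutathione beads carrying GST-tagged Bcl family fusion proteins plus one bare bead set; values are compound well signal with DMSO vehicle wells as background; inactives centre near 16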
ABCB1 block – human ABCB1 inhibition, ABCG2 as counter-screen; P08183; CCRF-Adr cells, JC-1 efflux, flow cytometry; inhibition, % at 6.6 µM; 0.067% of 190,000 active; AID 1326; in the data active means inhibition above about 40%;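 further: 0% = vehicle and 100% = reference inhibitor; higher value means more JC-1 retained so stronger ABCB1 efflux block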
Bim-Bfl-1 – disrupts Bim binding to human Bfl-1. Bead-based flow cytometry, Bim-Bfl-1 binding inhibition. inhibition, % at 10 µM. 0.12% of 190,000 active. AID 1008;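 further: 0% = wells without compound plus tracer and 100% = blocker peptide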
Bim-Bcl-W – inhibitors of Bim-Bcl-W interaction, human; Q92843; bead-based flow cytometry, Bim peptide-Bcl-W binding; AID 952; 0.02% of 190,000 active; inhibition, % at 10 µM;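 further: 0% = bound tracer without compound and 100% = peptide blocker; higher means less fluorescent Bim peptide bound to Bcl-W beads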
Avidin fluor – compound fluoresces at 488/530 nm on avidin beads. AID 1775. 0.38% of 220,000 active. fluorescence (KMESF) at 10 µM. compound fluorescence 488/530 nm, flow cytometry; hits give high values; in the data active means fluorescence above about 47; further: inactives centre near 10
Bcl-B Bim block – inhibitors of Bim-Bcl-B interaction, human. Q9HD36. bead-based flow cytometry, Bim peptide-Bcl-B binding. inhibition, % at 10 µM. 0.073% of 190,000 active. AID 951;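 further: 0% = tracer peptide without compound and 100% = reference inhibitor peptide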
Target sequence (Q9HD36 whole entry, looked up): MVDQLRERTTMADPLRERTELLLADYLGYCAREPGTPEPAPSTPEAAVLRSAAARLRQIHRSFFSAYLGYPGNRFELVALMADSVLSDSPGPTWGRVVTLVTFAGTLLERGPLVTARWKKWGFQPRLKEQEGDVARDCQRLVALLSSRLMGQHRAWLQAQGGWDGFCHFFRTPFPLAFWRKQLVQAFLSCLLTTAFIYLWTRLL
RGS4-Gao reg – modulates binding of RGS4 to human Galphao; Multiplexed bead flow cytometry; actives lie on both sides; binding response (% of control), % at 10 µM; 0.33% of 220,000 active; in the data active means binding response below about 49% or above about 150%; inactive means in between;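 further: fluorescent Galphao activated with aluminum fluoride binding bead-coupled RGS4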
Target sequence (P09471 whole entry, looked up): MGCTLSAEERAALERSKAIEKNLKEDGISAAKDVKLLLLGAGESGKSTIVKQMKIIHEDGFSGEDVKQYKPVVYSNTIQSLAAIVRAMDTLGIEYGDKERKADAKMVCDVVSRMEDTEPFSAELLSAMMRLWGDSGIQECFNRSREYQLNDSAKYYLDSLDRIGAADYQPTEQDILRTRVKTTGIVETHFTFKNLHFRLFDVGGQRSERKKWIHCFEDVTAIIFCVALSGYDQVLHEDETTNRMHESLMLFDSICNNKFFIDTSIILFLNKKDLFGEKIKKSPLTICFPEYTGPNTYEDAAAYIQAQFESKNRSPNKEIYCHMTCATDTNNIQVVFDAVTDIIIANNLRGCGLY
ABCG2 block – human ABCG2 inhibition, ABCB1 as counter-screen; IgMXP3 cells, JC-1 efflux, flow cytometry; 0.1% of 190,000 active; AID 1325; inhibition, % at 6.6 µM; Q9UNQ0;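 active means inhibition above 80%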;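 further: 0% = DMSO and 100% = nicardipine control wells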
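Test system: IgMXP3 (ABCG2) plus far-red-tagged CCRF-Adr (ABCB1) cells. Reagent: JC-1 dye as substrate. Timing: 10 min exposure at 25 °C with rotation, no wash. Measured by: flow cytometric JC-1 green MFI at 530 nm. Read-out: percent efflux inhibition, scaled nicardipine 100% to DMSO 0%. Control set: nicardipine and DMSO wells.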
RGS7-Gao reg – regulators of human RGS7-Galphao interaction | binding response (% of control), % at 10 µM | P09471 | 0.35% of 220,000 active | Multiplexed bead flow cytometry, RGS7-Galphao binding; actives lie on both sides | AID 1439; in the data active means binding response below about 49% or above about 150%; inconclusive means no clear call, values can overlap the other calls; inactive means in between;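 further: fluorescent Galphao held in activated GDP-AlF4 state binding bead-coupled RGS7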
Numbers without * were called inactive; ? = inconclusive; . = no result given. Unless noted, no stated cut-off is given here; in the data, active means inhibition above about 40%.

SMILES	Bim-Bcl-2	Bcl-XL Bim block	GSH fluor	ABCB1 block	Bim-Bfl-1	Bim-Bcl-W	Avidin fluor	Bcl-B Bim block	RGS4-Gao reg	ABCG2 block	RGS7-Gao reg
CC(=O)Oc1ccccc1C1C[C@]2(C)CC(=O)NC2N1C(C)=O (stereo partly specified)	1	-1	16	0.0	-1	0	8	-2	105	0	108
CC1(c2ccc([N+](=O)[O-])cc2)CC(C)(C)N(C(=O)c2ccccc2)c2ccccc21 (stereo unspecified)	-3	-6	8	1.5	-3	-6	2	-8	99	1	102
Cc1ccc(-c2cc(C(F)F)nc(S(C)(=O)=O)n2)cc1	-4	-1	15	0.4	-4	-3	23	-4	104	1	102
Cc1cc(C)n(-c2ccc(C(=O)OCC(=O)Nc3ccc(Cl)c(S(=O)(=O)N(C)C)c3)cc2)n1	-4	-5	10	0.6	-3	-5	14	-4	103	3	95
CCN1C(=O)CC(Sc2ccccc2N)C1=O (stereo unspecified)	-2	-3	29	0.2	-6	-1	6	-5	101	1	110
CCc1nc(Nc2ccncc2)c2oc3ccccc3c2n1	-1	0	35	0.3	-1	-2	15	0	104	1	104
CCOc1ccc(OCC)c(NC(=O)C2CCN(S(=O)(=O)c3cccc4nonc34)CC2)c1	-10	-1	36	0.6	-11	2	11	-7	104	5	99
COc1cccc(-c2cc(C(=O)NCC3CCCO3)c3ccccc3n2)c1 (stereo unspecified)	-7	-9	12	0.3	-9	-6	14	-13	94	2	95
O=C(CSc1nnc(-c2ccco2)o1)c1ccccc1Cl	-1	0	12	0.0	-6	0	5	0	90	1	85
CCOC(=O)Cc1csc(NC(=O)CSc2nnc(-c3ccc(F)cc3)o2)n1	1	3	12	0.0	-1	3	3	0	61	0	57
Cc1cc(C)cc(OCC(=O)OCC(=O)NCc2cccs2)c1	-4	-4	9	-0.6	4	-2	15	-3	96	7	96
Cc1ccc2c(c1)c(C1=NC(=S)NC1=O)c(O)n2C	3	6	10	1.5	4	1	9	2	94	19	95
Cc1cccnc1CCNC(=O)CCc1nnc(-c2ccccc2)o1	-4	0	17	0.9	-6	-1	6	-2	107	3	103
C=CCNc1cnn(-c2ccc(C)cc2)c(=O)c1Cl	-4	-1	24	0.3	0	-2	5	0	115	3	113
O=C(c1ccco1)N1CCN(C(=O)c2ccc(Cn3cc(Br)cn3)o2)CC1	3	0	11	0.9	0	0	11	-2	94	6	94
O=C(CNS(=O)(=O)c1ccc(Br)cc1)N1CCN(c2ccc(F)cc2)CC1	.	.	26	0.5	.	.	4	.	101	2	102
Cc1oc(-c2ccccc2F)nc1CS(=O)(=O)CC(=O)NCCCN1CCc2ccccc2C1	-8	-5	14	0.4	-12	-2	7	-7	104	1	103
CCC(C)(NC(=O)c1ccc(=O)[nH]c1)C(=O)NC1CCCC1 (stereo unspecified)	-9	-1	24	0.2	-12	0	8	-10	102	1	100
Cc1ccccc1C(=O)Nc1ccccc1C(=O)N/N=C\c1ccco1	-13	-15	24	1.3	-21	-7	26	-11	99	28	99
CC(C)(C)c1nc(SCC(=O)NCc2ccco2)c2ccccc2n1	-7	-6	20	2.4	-18	-1	33	-12	98	31	96
C/C(=N/OCc1ccc(Br)cc1)c1ccccn1	-4	0	17	0.1	-1	-1	10	-2	99	1	?
CC(C)Cc1nc(C#N)c(N2CCC(C(N)=O)CC2)o1	0	-1	9	0.5	0	-3	5	-4	101	3	101
CCC(CC)C(=O)Nc1cccc(C(=O)Nc2nnc(C)s2)c1	1	0	20	-0.1	-3	2	10	-2	99	8	?
CC(C)OCC1CC(CC(=O)Nc2ccc([N+](=O)[O-])cc2)C(=O)O1 (stereo unspecified)	1	2	11	0.5	-1	1	12	0	99	3	95
COc1ccc(OC)c(/C=C/C(=O)Nc2ccc(OC)nc2)c1	-3	-1	14	-0.2	0	0	10	0	97	4	?
(more compounds)
SMILES	Bim-Bcl-2	Bcl-XL Bim block	GSH fluor	ABCB1 block	Bim-Bfl-1	Bim-Bcl-W	Avidin fluor	Bcl-B Bim block	RGS4-Gao reg	ABCG2 block	RGS7-Gao reg
COc1ccc(C(=O)Nc2cccc(-c3nc4ncccc4o3)c2C)cc1	-5	4	72	0.8	-10	2	6	-5	104	2	102
CN1/C(=C\C(=O)C[n+]2cccc(Br)c2)C(C)(C)c2ccccc21	-3	0	6	-0.5	-5	-1	28	0	95	-1	95
Clc1ccccc1/C=N/NC1=Nc2cccc3cccc1c23	-14	-8	15	-0.9	-3	-1	14	-14	103	-9	99
CNc1nc(C)c(C(=O)OCC(=O)OC)s1	-6	-3	24	0.0	-10	1	5	-4	100	1	100
COC(=O)c1[nH]c2cccc(OC)c2c1NC(=O)CCN1CC(C)CC(C)C1 (stereo unspecified)	-3	1	15	0.3	-1	-2	21	0	99	1	98
CC(C)(C)NC(=O)c1sccc1C(=O)O	0	0	13	0.2	0	-1	34	0	100	2	98
COc1ccc(-c2cc(C(F)(F)F)n3nc(C(=O)N4CCOCC4)c(Cl)c3n2)cc1	-9	0	13	0.5	-10	1	8	-4	89	8	92
CC(C)Oc1cc(O)c2c(=O)c(-c3ccc(O)cc3)coc2c1	-8	-4	20	0.6	-12	-1	6	-5	100	9	100
O=C(Nc1ccccn1)c1ccc(Cl)c([N+](=O)[O-])c1	-4	0	11	0.4	-5	1	13	1	105	8	105
Cc1cc(NC(=O)CCC(=O)N(Cc2ccco2)C(C(=O)NC2CCCC2)c2ccccc2C)no1 (stereo unspecified)	-2	-3	11	1.0	-5	-6	22	0	103	4	102
O=C(CSc1n[nH]c(-c2ccncc2)n1)c1ccccc1	2	-1	27	-6.5	0	0	19	4	96	-2	95
COc1cccc(NC(=O)Nc2nnc(-c3ccccc3SCc3ccccc3)s2)c1	-1	1	9	-0.4	-5	9	7	-4	105	-1	101
Cc1ccn2c(CNCC3OCCc4ccccc43)c(C(=O)N3CCCCCC3)nc2c1 (stereo unspecified)	3	2	16	3.1	-5	2	18	-2	102	3	107
COCCCNC(=S)NNC(=O)c1cccnc1	0	-6	7	0.1	-6	3	14	-2	106	0	103
CCc1ccc(NC(=O)c2cc(C(C)C)on2)cc1	-2	-6	15	0.3	0	0	29	0	97	4	95
O=C(NCC#CCOCc1ccccc1)c1ccccc1	0	-3	19	0.4	1	0	12	0	99	6	103
Nc1nnc(SCC(=O)NN2C(=O)NC3(CCCCC3)C2=O)s1	0	-3	6	0.1	0	-1	15	-4	103	-2	102
CCSc1nc(N)c(C#N)c(-c2ccco2)c1C#N	0	-4	25	0.4	-1	-4	5	0	104	0	105
COc1cc(OC)cc(-c2nc3nc(C)c(CCC(=O)NCC(OC)OC)c(C)n3n2)c1	-1	-1	18	-0.5	-6	1	11	-2	99	7	98
CCOC(=O)C1(CCCc2ccccc2)CCN(C2CCSCC2)CC1	-3	-3	19	-1.7	-6	-6	11	-6	96	-5	94
O=C1CCC2=C(CCCC2=O)N1	-1	-4	8	0.2	3	-2	4	-2	98	0	96
COc1cc(/C=N/NC(=O)CNc2n[nH]c(=O)[nH]c2=O)ccc1O	-9	-8	19	1.0	-15	-5	7	-9	101	10	106
O=C(COc1ccc(/C=N/NS(=O)(=O)c2ccccc2)cc1)N1CCOCC1	-1	-2	11	0.3	-4	0	15	-2	103	1	105
CC(C)CCNC(=O)C(c1ccncc1)N(C(=O)Cn1nnc(-c2ccc(F)cc2)n1)c1ccccc1F (stereo unspecified)	0	0	15	3.8	-5	3	11	-2	103	1	?
O=C(Nc1cccn(Cc2cccc(F)c2)c1=O)NC1CCCCC1	4	0	15	1.5	6	-1	11	1	102	20	110

Retrieved by structure from the entries so far (5):
SMILES	Bim-Bcl-2	Bcl-XL Bim block	GSH fluor	ABCB1 block	Bim-Bfl-1	Bim-Bcl-W	Avidin fluor	Bcl-B Bim block	RGS4-Gao reg	ABCG2 block	RGS7-Gao reg
O=C(Nc1cccn(Cc2cccc(F)c2)c1=O)NC1CCCCC1	4	0	15	1.5	6	-1	11	1	102	20	110
CCc1ccc(NC(=O)c2cc(C(C)C)on2)cc1	-2	-6	15	0.3	0	0	29	0	97	4	95
O=C(Nc1ccccn1)c1ccc(Cl)c([N+](=O)[O-])c1	-4	0	11	0.4	-5	1	13	1	105	8	105
CC(C)Oc1cc(O)c2c(=O)c(-c3ccc(O)cc3)coc2c1	-8	-4	20	0.6	-12	-1	6	-5	100	9	100
O=C(NCC#CCOCc1ccccc1)c1ccccc1	0	-3	19	0.4	1	0	12	0	99	6	103

Remaining list, next part.
SMILES	Bim-Bcl-2	Bcl-XL Bim block	GSH fluor	ABCB1 block	Bim-Bfl-1	Bim-Bcl-W	Avidin fluor	Bcl-B Bim block	RGS4-Gao reg	ABCG2 block	RGS7-Gao reg
O=C(N/N=C/c1ccc(F)cc1)c1ccccc1	-1	-3	65	0.1	-2	-1	13	-3	102	3	104
O=C(CN1CCOCC1)N/N=C/c1ccc(C(=O)O)cc1	-4	-3	20	0.0	-6	-4	10	-5	101	0	104
CNCC(=O)N1CCN(c2ncc(C(F)(F)F)cc2Cl)CC1	-2	-2	24	0.8	-3	0	9	-3	95	2	93
CCOC(=O)Cn1c2c(c(-c3ccccc3OC)cc1=O)CCCC2	0	-3	10	0.9	-4	-2	21	-3	98	5	100
CCOc1ccccc1NC(=O)Cn1nnc(C(=O)Nc2ccc(C)cc2)c1N	-6	-9	51	-0.1	-6	5	7	-7	105	1	103
O=C(N[C@@H](Cc1ccccc1)C(=O)OCc1ccccc1)c1nc[nH]c1C(=O)NC(c1ccccc1)c1ccccc1	5	6	18	0.4	7	1	7	7	100	1	94
OCc1ccccc1N=c1ssnc1Cl	-4	-13	5	-0.3	19	-3	6	-33	103	1	115
O=C(CC1C(=O)NCCN1Cc1ccc(-c2ccccc2)cc1)NCc1ccncc1 (stereo unspecified)	0	0	15	-2.4	-5	0	11	-1	103	-4	97
Cc1cc(C)n2nc(C(=O)NCc3ccco3)cc2n1	0	-2	18	-0.4	-4	-2	16	-2	106	0	112
O=[N+]([O-])c1ccc(N/N=C/c2ccc(O)c(O)c2O)c(S(=O)(=O)N2CCOCC2)c1	27	15	8	-1.7	63*	40*	7	10	88	-7	?
Cc1cc(C)nc(SCC(=O)NCc2ccco2)n1	-1	-3	4	0.1	-8	0	8	-9	101	0	99
CCOc1cc(CNc2ccc3c(c2)OCCO3)cc(Br)c1OCC(N)=O	3	1	22	0.4	8	6	11	-2	98	1	98
O=C(Nc1ccc2nn(-c3ccccc3)nc2c1)c1ccco1	-2	-10	14	-0.7	-2	-8	7	-9	99	0	99
C#CCOc1ccc(Cl)cc1/C=N/O	0	-3	13	0.6	0	0	18	-2	97	2	99
O=C(CCSc1nnc(-c2ccco2)o1)Nc1ccc(F)cc1	-3	-6	15	0.5	-8	-3	23	-4	106	1	106
CCCCN(C)CCCNC(=O)c1cn(CC)c2ccc(S(=O)(=O)N3CCc4ccccc4C3)cc2c1=O	0	-2	9	-0.3	-4	-1	23	-6	96	3	94
Cc1ccc(S(=O)(=O)N2CCCC(C(=O)NCCC3=CCCCC3)C2)cc1 (stereo unspecified)	0	-4	11	1.8	-1	0	19	-1	124	4	116
CC(C)c1ccccc1NC(=O)COc1ccc2c(=O)c(Oc3ccc4ccccc4c3)coc2c1	-2	-4	12	1.2	-7	0	15	-4	96	9	96
O=[N+]([O-])/C=C1/CCCCCN1	-2	0	13	0.2	-3	2	9	2	97	1	99
CC(C)N1C(=O)CCC1C(=O)N1CCN(c2ccccn2)CC1 (stereo unspecified)	1	-7	13	0.4	0	-3	6	-3	99	2	100

Rows are unselected. About 1.3% of those tested had a hit in this group.
